# Assay outcomes (PubChem)
# TNAP activation fold = human TNAP enzyme activators, primary screen, biochemical, luminescent, no phosphate acceptor, uHTS (AID 1001); purified TNAP, luminescent activation assay, no phosphate acceptor; higher activation fold means a stronger effect; one-dose activation fold at 20 µM; EC50 in µM for titrated hits; 200,000 tested, 0.03% active; Alkaline phosphatase, tissue-nonspecific isozyme (Homo sapiens); in the data active = activation fold from about 3, or a potency from the dose series; inactive = the rest, 99 in 100 with activation fold below about 1.6; also: many of its hits are not listed in these tables
# Myeloid diff 2 = induction of myeloid progenitor differentiation, primary screen, cell-based, flow cytometry, MLPCN library; ER-HoxA9 myeloid progenitors, lysozyme-GFP differentiation; calls only at 10 µM; 360,000 tested, 1% active;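 active = normalized GFP-positive differentiation at or above the plate's own cutoff, the solvent-only control mean plus 3 SD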;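 also: cells exposed to compound for four days before flow analysis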
# Hep lipid drop = inhibitors of hepatocyte lipid droplet formation, primary screen, imaging, high-throughput imaging, BODIPY stain | 240,000 tested, 0.4% active | inhibition, % at 6.5 µM | AML12 mouse hepatocytes, oleate lipid droplets;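 active = lipid droplet intensity inhibited by at least 50%, with more than 500 cells counted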
#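 Technique: fluorescence imaging, 20x objective, two fields per well / Assay system: AML12 hepatocytes (mouse) / Measure: % inhibition of lipid droplet signal / Doses: 6.5 µM single-point dosing / Incubation: overnight exposure / Reagent: 100 µM oleic acid challenge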
# MT stabilize HCS = microtubule stabilizers in HeLa cells, primary screen, imaging, high-content imaging; AID 2205, 2009; 200,000 tested, 0.83% active; % tubulin-high responders, % at 10 µM; HeLa tubulin immunostaining HCS, 24 h; share of cells brighter than vehicle mean+2SD;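 active = plate Z-score above 3 for both tubulin-high and condensed-nucleus cell shares, with cell loss under 80%, at 10 µM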;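 also: anti alpha tubulin signal scored within the nucleus-defined area of each cell; some results filed as inactive read as strong as hits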
# Dynein transport = inhibitors of GR-EGFP nuclear translocation, primary screen, dynein cargo transport inhibitor project, imaging, high-content, 3617.4 mouse cells; test concentration mostly 20 µM; stimulated with dexamethasone, 1 µM; hits give low values; z-score, hits read low; 220,000 tested, 0.47% active;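 active = plate z-score of nuclear minus cytoplasmic receptor signal below a set negative limit, without overly bright fluorescence or cell loss, cut at about -3.5 in these data, passing the limit was not always enough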;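 also: z-score of nuclear minus cytoplasmic ring GR-EGFP intensity difference per well; some compounds called inactive have numbers as strong as hits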
#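 Also added – dexamethasone, 1.0 µM final · Buffer or medium – tet-free, stripped-serum medium · Schedule – induction 48 h, compound 1 h, agonist 30 min · Detection – formaldehyde fixation, Hoechst nuclear stain, 10x automated fluorescence imaging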
# PMI inhibitors = inhibitors of human PMI, primary screen, biochemical, fluorescence intensity, coupled assay (AID 1209) | Mannose-6-phosphate isomerase (Homo sapiens) | purified PMI enzyme, coupled fluorescence intensity; higher % means a stronger effect | inhibition, % at 20 µM; hits with a dose series show IC50 in µM | 190,000 tested, 0.42% active; in the data active = inhibition above about 50%;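 also: plate controls were DMSO vehicle for no effect and wells lacking substrate for full effect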
# b-catenin transl = modulators of beta-catenin nuclear translocation, primary screen, imaging, HeLa cells, immunofluorescence, high-content; nuclear translocation activity, % at 5 µM; 190,000 tested, 0.3% active; AID 1665, 2009;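 active = nuclear translocation activity above 50% at 5 µM, with a well cell count of 50 or more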;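 also: per-cell ratio of nuclear to cytoplasmic median beta-catenin stain intensity; plate controls were DMSO negative control for no effect and GSK-3 inhibitor IX positive control for full effect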
#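 assay system = human HeLa cells, endogenous beta-catenin | times = compound treatment 24 h, 37°C, 5% CO2 | detection = Anti-beta-catenin immunofluorescence on PFA-fixed, Triton-permeabilized cells, DAPI nuclei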
# Ins promoter up = insulin promoter activators in MIN6 cells, imaging, high-content screening, mouse beta cells; MIN6 insulin promoter-GFP reporter; hits give high values; 190,000 tested, 0.3% active; z-score at 5 µM;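 active = z-score above 3 at 5 µM with at least 500 cells counted in the well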
# T cell modulator = modulators of CD8 T cell-vesicle binding, primary screen, mouse 2C CD8+ T cells, flow cytometry; 2C CD8+ T cell-vesicle binding; hits give low values; calls only at 7 µM; 330,000 tested, 0.068% active; AID 2052, 2009;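 active = response, share of CD8 T cells binding vesicles, and their 90th percentile fluorescence all below set limits, cut at about 80% in these data, passing the limit was not always enough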
#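 Material: murine 2C transgenic CD8+ T lymphocytes / Also added: QL9-peptide-loaded Drosophila micro-vesicles bearing Ld, ICAM-1 and B7-1 / Schedule: binding step 1.5 h, 37 °C, antibody labelling 20 min, ice / Signal: flow cytometry, PE anti-B7-1 (FL2) versus Alexa647 anti-CD8 (FL8), PFA-fixed / Evaluation: percent CD8+ FL2 mean versus row control / Benchmarks: naked versus QL9-loaded vesicles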
# Dynein transport cytoplasmic EGFP = second read-out of Dynein transport, no call of its own (marks repeat the call); z-score; measured here: cytoplasmic GR-EGFP intensity; hits give high values
# Dynein transport nuclear GR-EGFP = recorded beside Dynein transport, whose call it bears; z-score; measured here: nuclear GR-EGFP intensity;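 lower value marks the stronger effect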
# Dynein transport cell count = second read-out of Dynein transport, no call of its own (marks repeat the call); z-score; measured here: cell count per field
# Ins promoter up cell count = also measured in Ins promoter up; calls as there; cell count; measured here: cytotoxicity, nuclei count;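 total cells summed across four imaged fields per well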
# Hep lipid drop cells 6.5 µM = second read-out of Hep lipid drop, no call of its own (marks repeat the call); cell count; measured here: cell count, cytotoxicity flag;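 cells counted across two imaged fields per well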
# b-catenin transl cell count 5 µM = recorded beside b-catenin transl, whose call it bears; cell count; measured here: cell count, cytotoxicity flag
# T cell modulator vesicle-bound % = further read-out of T cell modulator, marked with its call; double positive events, %; measured here: CD8+ vesicle-bound cell fraction;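 binding gate set so that unloaded-vesicle control wells show 10% double positive cells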
# MT stabilize HCS Hoechst-high % = recorded beside MT stabilize HCS, whose call it bears; % Hoechst-high responders; measured here: nuclear condensation Hoechst responders;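 share of cells brighter than vehicle mean plus two SD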
# MT stabilize HCS cytotoxicity % = also measured in MT stabilize HCS; calls as there; toxicity, %; measured here: cytotoxicity by cell density;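 0% = mean cell density of plate MIN control wells and 100% = no cells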
# Myeloid diff 2 GFP+ MAC1+ % = also measured in Myeloid diff 2; calls as there; GFP+ MAC1+ double positive, %; measured here: differentiation confirmed by MAC1 staining
# Numbers without * were called inactive; i = inactive; · = no result given.
SMILES,TNAP activation fold,Myeloid diff 2,Myeloid diff 2 GFP+ MAC1+ %,Hep lipid drop,Hep lipid drop cells 6.5 µM,MT stabilize HCS,MT stabilize HCS Hoechst-high %,MT stabilize HCS cytotoxicity %,Dynein transport,Dynein transport cytoplasmic EGFP,Dynein transport nuclear GR-EGFP,Dynein transport cell count,PMI inhibitors,b-catenin transl,b-catenin transl cell count 5 µM,Ins promoter up,Ins promoter up cell count,T cell modulator,T cell modulator vesicle-bound %
CC(=O)Nc1ccc(S(=O)(=O)Oc2ccccc2N2CCCCC2)cc1,·,i,0.9,-22,561,·,·,·,-0.0017,-0.23,0.5,-0.51,·,0.7,1304,0.05,1051,i,33
O=C(O)c1cc(N/N=C/c2cccnc2)ccc1Cl,·,i,0.3,35,666,·,·,·,0.28,-0.28,0.19,-0.51,·,0.9,1259,-0.22,1018,i,29
C/C(=N\NC(=O)c1cc(Cl)ccc1O)c1ccc(Br)s1,1.1,i,0.6,-9,637,2.7,3.0,1.5,-0.63,-0.072,-0.32,0.35,-2%,1.0,1008,-0.22,1363,i,44
Cc1cc(=O)nc2c3ccccc3n(C(C)C(=O)Nc3c(F)c(F)c(F)c(F)c3F)n12 (stereo not drawn),1.1,i,0.4,-8,653,3.8,1.5,12,-0.51,0.43,-0.46,0.72,8%,-3.2,1111,0.32,1581,i,13
CCCCn1c(SCC(=O)N2CCCCC2)nc2cc(S(N)(=O)=O)ccc21,1.2,i,7.8,·,·,1.6,2.6,6.8,-0.7,-0.16,-0.19,0.72,2%,1.2,1141,0.51,876,i,32
CN(C)c1ccc(/C=C/C(=O)c2ccc(C(C)(C)C)cc2)cc1[N+](=O)[O-],1,i,0.5,-2,708,6.7,4.8,0.3,-0.22,-0.18,0.65,-0.17,7%,·,·,0.8,1005,i,37
CCCCn1c(=O)n(Cc2cccc(F)c2)c(=O)c2c1ncn2Cc1ccco1,1,i,0.2,-13,585,2.8,2.5,7.1,-0.67,-0.15,-0.15,0.38,2%,·,·,-0.28,1196,i,55
CC1=C(C#N)C(NC(=O)c2cccc(Cl)c2)(C(F)(F)F)C(=O)N1 (stereo not drawn),1.1,i,1.0,-1,689,3.1,1.6,2.0,-0.26,-0.19,-0.17,1.2,-1%,-0.6,484,0.12,1273,i,20
CCOC(=O)c1cc(N)cc([N+](=O)[O-])c1,1.1,i,0.4,4,580,5.6,2.3,14,1.9,-0.27,1,-1,-6%,·,·,0.15,1119,i,21
CC1CCCCN1C(=O)CN1CCC(c2nc3ccc(Cl)cc3[nH]2)CC1 (stereo not drawn),1.1,i,0.3,7,749,2.8,1.9,10,-0.81,-0.21,-0.21,0.8,2%,-0.2,1005,·,·,i,20
C=CCOc1c(CNc2ncn[nH]2)cccc1OCC,1.1,i,1.0,-2,735,2.6,2.5,6.9,-0.42,-0.22,0.1,-0.45,-7%,-2.7,487,-0.31,1216,i,53
Cc1nc2sc(C(c3ccc(Cl)cc3)N3CC(C)OC(C)C3)c(O)n2n1 (stereo not drawn),1.1,i,2.4,·,·,5.2,3.1,4.6,-0.2,-0.25,0.21,0.47,6%,-2.6,993,0.08,1568,i,38

# Three of the entries above in order of the Dynein transport nuclear GR-EGFP value, falling:
structure | Dynein transport nuclear GR-EGFP
C=CCOc1c(CNc2ncn[nH]2)cccc1OCC | 0.1
CCCCn1c(SCC(=O)N2CCCCC2)nc2cc(S(N)(=O)=O)ccc21 | -0.19
CC1CCCCN1C(=O)CN1CCC(c2nc3ccc(Cl)cc3[nH]2)CC1 (stereo not drawn) | -0.21

# Continued:
SMILES,TNAP activation fold,Myeloid diff 2,Myeloid diff 2 GFP+ MAC1+ %,Hep lipid drop,Hep lipid drop cells 6.5 µM,MT stabilize HCS,MT stabilize HCS Hoechst-high %,MT stabilize HCS cytotoxicity %,Dynein transport,Dynein transport cytoplasmic EGFP,Dynein transport nuclear GR-EGFP,Dynein transport cell count,PMI inhibitors,b-catenin transl,b-catenin transl cell count 5 µM,Ins promoter up,Ins promoter up cell count,T cell modulator,T cell modulator vesicle-bound %
Cc1ccc(NS(=O)(=O)c2cccc(C(=O)N/N=C/c3c(C)nn(-c4ccccc4)c3N3CCCC3)c2)c(C)c1,1.1,i,0.7,-6,544,2.2,1.4,7.4,0.19,0.2,0.53,-0.78,11%,-0.7,1105,0.28,1523,i,42
O=C(c1cccs1)N1CCN(S(=O)(=O)Cc2ccccc2)CC1,1,i,6.8,-7,751,2.7,2.3,6.4,-0.084,-0.27,-0.23,0.75,-8%,1.2,1092,0.21,1248,i,28
COc1ccc(NC(=O)C(C)N(c2ccc(C)cc2)S(C)(=O)=O)cc1 (stereo not drawn),0.9,i,3.7,-2,775,1.6,0.9,6.4,0.082,0.02,-0.15,-0.033,7%,·,·,0.86,907,i,40
CC1CCN(c2c(NCc3ccc(C(=O)NCc4ccco4)cc3)c(=O)c2=O)CC1,1.1,i,1.3,11,743,3.9,3.1,1.8,1.4,-0.11,2,-1.5,-5%,-3.6,566,0.44,1061,i,29
Clc1cccc(CN2CCCCCCC2)c1Cl,1.1,i,0.5,7,632,4.7,1.9,5.1,-0.59,-0.24,-0.44,0.26,-6%,0.0,1142,-0.89,1540,i,38
COC(=O)NNC(=S)NCc1ccccc1,0.8,i,0.8,4,774,1.8,1.9,6.4,-0.45,0.43,0.11,0.13,9%,-1.9,532,0.44,1231,i,22
CCCN1C(=O)/C(=C\c2nc3ccccc3c(=O)[nH]2)c2ccccc21,1.1,i,0.1,7,751,4.1,2.0,5.2,0.91,-0.26,0.23,-0.43,9%,2.3,1061,-0.08,1431,·,·
O=C(O)c1ccccc1-c1ccccc1C(=O)NCc1cccc(C(F)(F)F)c1,1.1,i,0.1,8,741,3.0,0.9,8.3,-0.14,-0.34,0.03,0.038,-1%,-2.0,1079,0.96,1410,i,67
CN(C(=O)CCCN1C(=O)c2cccc3cccc(c23)C1=O)c1ccccc1,1.1,i,0.5,-44,563,4.4,1.9,9.7,-0.4,0.36,-0.14,0.71,4%,-1.2,1103,0,1588,i,46
CC1=C(C(=O)OC2CCCCC2)C(c2ccco2)C2=C(CC(C)(C)CC2=O)N1 (stereo not drawn),1.1,i,0.6,·,·,1.7,1.9,6.3,-0.52,-0.17,-0.23,0.95,0%,-3.9,1015,0.6,1211,i,4
Cc1ccc(C)c(/C=N/NC(=S)NCCc2ccccc2)c1,1.1,i,0.3,12,800,3.0,1.4,8.0,-0.54,-0.047,-0.2,0.37,13%,·,·,0.3,777,i,28
COc1ccc(S(=O)(=O)N2CC(O)CC2C(=O)OCC(=O)Nc2ccc(Cl)cn2)cc1 (stereo not drawn),1,i,4.5,1,791,5.3,4.1,7.4,-0.53,-0.33,-0.88,0.53,13%,-1.9,1291,-0.47,1167,i,52
C#CCSc1nc(-c2cccs2)ccc1C#N,1,i,0.7,13,652,4.4,2.3,2.2,-0.75,-0.031,-0.37,1.2,0%,0.3,1019,0.1,1541,i,28
CN1CC(=O)N(CCOc2ccccc2)C1=O,1.1,i,0.9,-5,724,4.3,2.7,3.4,0.96,-0.21,1.3,-0.11,9%,-1.2,1249,-0.51,1251,i,34
CC(=O)Nc1cccc(N2C(=O)CC(Cc3ccccc3)C2=O)c1 (stereo not drawn),1.1,i,0.8,·,·,2.6,2.6,5.7,-1,-0.14,-0.3,0.069,-2%,-2.8,949,0.79,1184,i,21
CCCCC(=O)NC(=S)Nc1ccccc1C(=O)Nc1ccccc1,2.5,i,1.0,·,·,3.4,3.4,5.2,-0.5,-0.017,-0.59,0.8,-1%,-2.2,935,-0.65,1604,i,2
CC(=O)Nc1ccc(C)c(NC(=S)Nc2ccc(F)cc2)c1,·,i,0.5,1,720,·,·,·,-0.078,-0.29,-0.078,0.95,·,-0.4,1129,0.16,1404,i,11
Cc1ccc(CSc2nc3sc(C)c(C)c3c(=O)n2Cc2ccco2)cc1,1.1,i,0.7,·,·,1.0,2.4,7.4,-0.28,-0.18,-0.37,0.038,14%,0.5,1441,-0.1,1043,i,22
